# Screening data deposited in PubChem BioAssay by several laboratories.
# LYP inhibition – inhibitors of LYP phosphatase, biochemical, fluorescence intensity, uHTS (AID 1779). Tyrosine-protein phosphatase non-receptor type 22 (Homo sapiens). recombinant LYP phosphatase, fluorescence intensity; higher % means a stronger effect. inhibition, % at 11.5 µM; hits with a dose series show IC50 in µM. actives 0.054% (n = 290,000); in the data active means inhibition above about 50%;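 further: plate controls were vehicle with enzyme for no effect and no enzyme for full effect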
# WT yeast gro inh – growth inhibition of WT strain, primary screen, mitochondrial fusion inhibitor project, WT and mutant strains, chemical genetic; AID 1362, 2008; actives 2.1% (n = 190,000); mitochondrial fusion phenotypic screen; inhibition, % at 10 µM; in the data active means inhibition above about 58%; tested in S. cerevisiae
# Yfh1-depleted yeast – enhancers of respiration in Yfh1-depleted yeast, dose response, Friedreich's ataxia, plus single-dose screen (AID 1465). S. cerevisiae Yfh1-off respiration, WST-1 reduction, 72 h; higher fold induction means a stronger effect. fold induction at 50 µM, or EC50 in µM where a hit was titrated. actives 0.074% (n = 220,000);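 active means fold induction of absorbance versus untreated yeast above a set limit, then at least 30% activation at any dose in follow-up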;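 further: activators that raise dye reduction in frataxin-depleted yeast; strong numbers were not always called active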
# P. falciparum M1AAP – P. falciparum M1AAP inhibitors, biochemical, fluorogenic H-Leu-NHMec substrate, 1536-well (AID 1445); recombinant M1AAP, H-Leu-NHMec fluorogenic kinetic assay; higher % means a stronger effect; inhibition, % at 30 µM; hits with a dose series show IC50 in µM; actives 0.42% (n = 220,000);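 active means primary inhibition above the hit cutoff, then over 50% inhibition at one or more dose response concentrations, cut at about 23% in these data, passing the limit was not always enough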;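 further: plate controls were DMSO full reaction for no effect and no enzyme background for full effect; strong numbers were not always called active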
# P. falciparum M17LAP – P. falciparum M17LAP inhibitors, primary screen, biochemical, fluorogenic H-Leu-NHMec substrate, 1536-well (AID 1619); actives 0.38% (n = 220,000); inhibition, % at 30 µM; hits with a dose series show IC50 in µM; recombinant M17LAP, H-Leu-NHMec fluorogenic kinetic assay; higher % means a stronger effect;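 active means compound inhibiting the enzyme by more than half at any dose during confirmatory dose-response retesting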;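 further: plate controls were full reaction with DMSO carrier for no effect and no enzyme background for full effect; strong numbers were not always called active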
# WT yeast gro inh mutant strain – also measured in WT yeast gro inh; calls as there; inhibition, %; mitochondrial fusion phenotypic screen, mutant strain inhibition
# * = called active by the depositor; i = inactive; nt = no result given. The list is partial; rates above refer to the full screens.
SMILES,LYP inhibition,WT yeast gro inh,WT yeast gro inh mutant strain,Yfh1-depleted yeast,P. falciparum M1AAP,P. falciparum M17LAP
NS(=O)(=O)c1ccc(CCNCc2cc(Cl)ccc2OCc2ccccc2)cc1,-15.7%,nt,nt,nt,nt,nt
COc1ccc(Cl)cc1NS(=O)(=O)c1ccc2c(c1)NC(=O)CCS2,-4.6%,nt,nt,nt,nt,nt
O=C(Nc1nnc(-c2cccs2)o1)c1cccc(F)c1,nt,46.1,52.9,i,nt,nt
COc1ccc(S(=O)(=O)N2CCC(C(N)=O)CC2)cc1,nt,8.6,-5.5,i,nt,nt
CCOC(=O)N1CCC(NC(=O)c2ccc3c(c2)N(CC)CCS3)CC1,nt,20.8,-4.5,i,nt,nt
Nc1cccc2c1C(=O)N(c1ccccc1)C2=O,nt,25.9,2.9,i,nt,nt
CC1CCN(c2c(NCc3ccc(C(=O)NCC4COc5ccccc5O4)cc3)c(=O)c2=O)CC1 (configuration not stated),nt,7.1,6.0,i,nt,nt
Cc1c(NC(=O)c2noc3c2CCc2ccccc2-3)c(=O)n(-c2ccccc2)n1C,nt,18.4,2.1,i,nt,nt
CCOc1ccc2nc3ccc4[nH]onc4c3c2c1,nt,7.8,-17.3,i,nt,nt
CC(CCc1ccccc1)NC(=O)CN1CCOc2ccccc21 (configuration not stated),nt,-5.0,-9.6,i,nt,nt
CC(=O)N1CCC(N(CCCOC(C)C)C(=O)Nc2ccc(Cl)cc2)CC1,nt,16.5,7.4,i,nt,nt
O=C1c2oc3ccc(F)cc3c(=O)c2C(c2ccc(F)cc2)N1CCCN1CCOCC1 (configuration not stated),nt,3.7,7.8,i,nt,nt
COc1cc2c(cc1OC)-c1nnc(-c3cccs3)n1C(C)(C)C2,nt,20.9,11.8,i,nt,nt
CCOC(=O)N1CCC(Nc2nc3ccccc3n3cnnc23)CC1,nt,-1.1,-4.7,i,nt,nt
COc1ccc(OC)c2sc(NC(=O)CCS(=O)(=O)c3ccccc3)nc12,nt,19.2,-7.1,i,nt,nt
O=C(CCn1c(=O)oc2ccccc21)NCc1ccco1,-14.1%,1.4,-3.4,nt,nt,nt
CN(Cc1ccccc1)S(=O)(=O)c1ccc2[nH]c(=O)oc2c1,4.7%,21.7,1.7,nt,nt,nt
COC(=O)c1ccc(Nc2ncnc3c2cnn3-c2cccc(C)c2)cc1,-8.1%,6.8,-7.0,nt,nt,nt
CCOCC(=O)NCc1ccc2c(c1)cc(C)n2C,-1.9%,26.7,14.1,nt,nt,nt
COc1ccc(-c2cn3c(C)c(C(=O)N4CCc5ccccc5C4)sc3n2)cc1,-5.3%,38.4,16.4,nt,nt,nt

# Rewritten with bars between the fields: three of the compounds above
Structure | LYP inhibition | WT yeast gro inh | WT yeast gro inh mutant strain | Yfh1-depleted yeast | P. falciparum M1AAP | P. falciparum M17LAP
NS(=O)(=O)c1ccc(CCNCc2cc(Cl)ccc2OCc2ccccc2)cc1 | -15.7% | nt | nt | nt | nt | nt
COc1ccc(Cl)cc1NS(=O)(=O)c1ccc2c(c1)NC(=O)CCS2 | -4.6% | nt | nt | nt | nt | nt
O=C(Nc1nnc(-c2cccs2)o1)c1cccc(F)c1 | nt | 46.1 | 52.9 | i | nt | nt

# (listing goes on)
SMILES,LYP inhibition,WT yeast gro inh,WT yeast gro inh mutant strain,Yfh1-depleted yeast,P. falciparum M1AAP,P. falciparum M17LAP
CCN(CC)C(=O)C1CCCN(c2ncnc3c2cnn3-c2ccc(Cl)cc2)C1 (configuration not stated),-7.7%,30.1,12.0,nt,nt,nt
C=CCN(c1ccccc1)S(=O)(=O)c1cccc(C(=O)OCC(=O)NCCOC)c1,-6.1%,nt,nt,i,nt,nt
CCOC(=O)N1CCN(C(=O)c2ccc(Cl)nc2)CC1,-5.6%,nt,nt,i,nt,nt
O=C(O)c1ccc(OCc2cn3ccccc3n2)cc1,-2.8%,nt,nt,i,nt,nt
Cc1ccc(S(=O)(=O)N(C)C)cc1NC(=O)C(C)OC(=O)c1ccc2c(c1)OCCO2 (configuration not stated),-3.5%,nt,nt,i,nt,nt
CCNCCC(CCC(C)C)c1ccc2c(c1)OCO2 (configuration not stated),-2.3%,nt,nt,i,nt,nt
O=C1CC(c2ccccc2Oc2cccc(Cl)c2)C(n2cncn2)C(=O)C1C1NCCc2ccccc21 (configuration not stated),-7.6%,nt,nt,i,nt,nt
O=C(Nc1cc(S(=O)(=O)N2CCOCC2)ccc1N1CCOCC1)c1ccc(Cl)nc1,-5.8%,nt,nt,i,nt,nt
CCOC(=O)/C(=N\Nc1ccccc1Cl)N1CC(C)OC(C)C1 (configuration not stated),-3.2%,nt,nt,i,nt,nt
Cc1csc(SC(C)c2nc3scc(-c4ccccc4)c3c(=O)[nH]2)n1 (configuration not stated),0.7%,nt,nt,i,nt,nt

# An excerpt from above, showing only P. falciparum M1AAP, LYP inhibition and Yfh1-depleted yeast:
Structure | P. falciparum M1AAP | LYP inhibition | Yfh1-depleted yeast
Cc1c(NC(=O)c2noc3c2CCc2ccccc2-3)c(=O)n(-c2ccccc2)n1C | nt | nt | i
CN(Cc1ccccc1)S(=O)(=O)c1ccc2[nH]c(=O)oc2c1 | nt | 4.7% | nt
CC(CCc1ccccc1)NC(=O)CN1CCOc2ccccc21 (configuration not stated) | nt | nt | i
O=C1CC(c2ccccc2Oc2cccc(Cl)c2)C(n2cncn2)C(=O)C1C1NCCc2ccccc21 (configuration not stated) | nt | -7.6% | i

# Shown with each value named: part of the list above
CCN(CC)C(=O)C1CCCN(c2ncnc3c2cnn3-c2ccc(Cl)cc2)C1 (configuration not stated)
  LYP inhibition = -7.7%
  WT yeast gro inh = 30.1
  WT yeast gro inh mutant strain = 12.0
  Yfh1-depleted yeast = nt
  P. falciparum M1AAP = nt
  P. falciparum M17LAP = nt
C=CCN(c1ccccc1)S(=O)(=O)c1cccc(C(=O)OCC(=O)NCCOC)c1
  LYP inhibition = -6.1%
  WT yeast gro inh = nt
  WT yeast gro inh mutant strain = nt
  Yfh1-depleted yeast = i
  P. falciparum M1AAP = nt
  P. falciparum M17LAP = nt
CCOC(=O)N1CCN(C(=O)c2ccc(Cl)nc2)CC1
  LYP inhibition = -5.6%
  WT yeast gro inh = nt
  WT yeast gro inh mutant strain = nt
  Yfh1-depleted yeast = i
  P. falciparum M1AAP = nt
  P. falciparum M17LAP = nt
O=C(O)c1ccc(OCc2cn3ccccc3n2)cc1
  LYP inhibition = -2.8%
  WT yeast gro inh = nt
  WT yeast gro inh mutant strain = nt
  Yfh1-depleted yeast = i
  P. falciparum M1AAP = nt
  P. falciparum M17LAP = nt

# Entries of single compounds from above. Order of screens: LYP inhibition, WT yeast gro inh, WT yeast gro inh mutant strain, Yfh1-depleted yeast, P. falciparum M1AAP, P. falciparum M17LAP
# CCN(CC)C(=O)C1CCCN(c2ncnc3c2cnn3-c2ccc(Cl)cc2)C1 (configuration not stated) reads -7.7%, 30.1, 12.0, nt, nt, nt
# CCNCCC(CCC(C)C)c1ccc2c(c1)OCO2 (configuration not stated) reads -2.3%, nt, nt, i, nt, nt
# C=CCN(c1ccccc1)S(=O)(=O)c1cccc(C(=O)OCC(=O)NCCOC)c1 reads -6.1%, nt, nt, i, nt, nt

# Continued:
SMILES,LYP inhibition,WT yeast gro inh,WT yeast gro inh mutant strain,Yfh1-depleted yeast,P. falciparum M1AAP,P. falciparum M17LAP
CC1Cc2ccccc2N1CC(=O)Nc1ccc(S(=O)(=O)N(C)C)cc1 (configuration not stated),0.3%,nt,nt,i,nt,nt
COc1ccc(NC(=O)COC(=O)Cn2cnc3ccccc3c2=O)cc1OC,-7.2%,nt,nt,i,nt,nt
Cc1[nH]n(-c2ccc(Cl)cc2)c(=O)c1N=Nc1cccnc1,-6.4%,nt,nt,i,nt,nt
CN(C)c1ccc(S(=O)(=O)N2CCCCC2)cc1NC(=O)COc1ccccc1F,4.1%,nt,nt,i,nt,nt
Cc1cc(NC(=O)COC(=O)c2cccc(S(=O)(=O)N(C)C3CCCCC3)c2)no1,-6.3%,nt,nt,i,nt,nt
COc1c(O)ccc2c1CN1CCc3cc4c(cc3C1C2)OCO4 (configuration not stated),-8.3%,nt,nt,i,nt,nt
Cc1ccc(S(=O)(=O)N(C)C)cc1NC(=O)c1n[nH]c(=O)c2ccccc12,-2.7%,nt,nt,i,nt,nt
Nc1scn[n+]1Cc1cccc2cccnc12,-6.8%,nt,nt,i,nt,nt
CN(Cc1cccs1)C(=O)c1ccc(S(=O)(=O)NCc2ccco2)cc1,-3.6%,nt,nt,i,nt,nt
CCCc1n[nH]c(=S)n1Cc1ccco1,-1.7%,nt,nt,i,nt,nt
CN(c1ccccc1)S(=O)(=O)c1cccc(NC(=O)c2ccncc2)c1,-5.1%,nt,nt,i,nt,nt
O=C(Nc1ccc(S(=O)(=O)N2CCOCC2)cc1)c1ccc2ncsc2c1,-4.0%,nt,nt,i,nt,nt
CN(c1ccccc1)S(=O)(=O)c1ccc(C(=O)OCC(=O)NC(N)=O)cc1,3.6%,nt,nt,i,nt,nt
O=C(NNC(=S)Nc1ccccc1)c1ccc(O)cc1,-3.9%,nt,nt,i,nt,nt
Cc1nonc1NC(=O)CSc1nc(C23CC4CC(CC(C4)C2)C3)nc2ccccc12,11.3%,nt,nt,i,nt,nt
O=C(COC(=O)CCC(=O)c1ccc(F)cc1)Nc1cccc(S(=O)(=O)N2CCCC2)c1,-5.3%,nt,nt,i,nt,nt
COc1ccc(/C=C/C(=O)Nc2ccccc2C)cc1S(=O)(=O)N1CCOCC1,1.0%,nt,nt,i,nt,nt
c1ccc2c3c(c(CN4CCCCC4)cc2c1)COC3,-3.0%,nt,nt,i,nt,nt
CC(C(=O)NC1CCCCC1)N1CCN(C)CC1 (configuration not stated),-4.0%,nt,nt,i,nt,nt
Cc1ccc(NC(=O)[C@@H]2CCCN2S(=O)(=O)c2ccccc2F)cc1,-4.4%,nt,nt,i,nt,nt
CC(=O)Nc1ccc(NC(=O)CSc2ccc([N+](=O)[O-])cn2)cc1,-2.2%,nt,nt,i,nt,nt
O=C(CN1C(=O)C2C3C=CC(C3)C2C1=O)Nc1ccc(S(=O)(=O)Nc2nccs2)cc1 (configuration not stated),-5.3%,nt,nt,i,nt,nt
COCCCN(C(=O)Cc1ccc(Cl)c(Cl)c1)c1c(N)n(Cc2ccccc2)c(=O)[nH]c1=O,-9.1%,nt,nt,i,nt,nt
COc1ccc(/C=C/C(=O)O/N=C(\N)c2cccnc2)cc1OC,-2.5%,nt,nt,i,nt,nt
COc1ccccc1Nc1ncccc1C(=O)O,nt,-15.6,-11.1,nt,6.2%,11.4%
Cc1csc(SCc2c(C(=O)O)oc3ccccc23)n1,nt,-3.6,-20.1,nt,-9.5%,-0.3%
Cc1c(C#N)c2ccccc2n1CC(=O)O,nt,-2.6,1.7,nt,1.7%,-1.1%
